FEN1 inhibitor = blocks human flap endonuclease 1. P39748. Recombinant FEN1 flap cleavage, fluorescence, 15 min. Potency, µM (doses to about 114 µM), for inactives: at the top dose activity change, negative = inhibition, usual class: inhibitors. hit rate 0.35% among 390,000. AID 588795; also: nearly all actives have a fitted effect of over 65% in size
Target sequence (P39748 whole entry, looked up): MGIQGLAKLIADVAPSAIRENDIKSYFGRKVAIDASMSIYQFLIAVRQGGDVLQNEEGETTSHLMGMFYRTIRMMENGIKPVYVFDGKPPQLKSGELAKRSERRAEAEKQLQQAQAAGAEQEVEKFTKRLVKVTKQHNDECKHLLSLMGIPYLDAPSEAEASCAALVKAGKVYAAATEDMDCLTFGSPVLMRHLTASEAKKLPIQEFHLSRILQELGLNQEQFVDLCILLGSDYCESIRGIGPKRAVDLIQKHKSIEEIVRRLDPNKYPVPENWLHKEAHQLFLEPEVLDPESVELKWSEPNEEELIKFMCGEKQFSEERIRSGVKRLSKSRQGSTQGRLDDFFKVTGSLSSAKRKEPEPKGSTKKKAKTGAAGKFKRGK
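Read-out was taken twice, immediately and after 15 min, following addition of 50 nM substrate to 10 nM FEN1 that had sat with test compound for 15 min at room temperature. Curves came from a four-parameter Hill model.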
GCN5L2 inh = GCN5L2 (KAT2A) acetyltransferase inhibition. hit rate 0.21% among 390,000. GCN5L2 HAT assay, ThioGlo1 CoA-SH fluorescence. Potency, µM (top dose mostly 58.9 µM), for the others: at the top dose activity change, negative = inhibition, most hits filed as inhibitors. AID 504327
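Titration-based screen in which CoA formation is detected via maleimide probe ThioGlo1 (50uM) turning fluorescent on thiol reaction; substrates H3(1-25) 75uM and acetyl-CoA 70uM, GCN5L2 20nM, 20 min incubation at room temperature.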
DT40 TDP1 CPT = growth inhibition of DT40 Tdp1-/-;hTDP1 cells with camptothecin (screen for TDP1 inhibitors); chicken DT40 Tdp1-/-;hTDP1 cells + 20 nM CPT, ATP luminescence, 48 h; Potency, µM (doses to about 46.2 µM), for inactives: top-dose activity change, negative = growth inhibition, hits mostly inhibitors; AID 686979; hit rate 12% among 420,000; also: nearly all actives have a fitted effect of over 55% in size
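Chicken DT40 Tdp1-/- cells stably complemented with human TDP1 were seeded at 400 cells/well in medium containing 20 nM camptothecin, exposed to pin-transferred compounds, and grown at 37 °C for at least 48 hr. Viability was read as ATP luminescence.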
Active calls of the source: *; u = inconclusive; x = no result given; & = joins results of further samples. Calls follow the shape of the dose curve; as a rule, active = well fitted curve in the direction sought with a large enough effect; inconclusive = small, poorly fitted or top-dose-only effect, or another doubt; inactive = no such curve, though single readings can be large; an effect the other way counts as inactive or inconclusive. % is scaled to controls: 0 for no effect and ±100 for the full control effect; potency is read from the fitted curve at half-maximal effect.

SMILES	FEN1 inhibitor	GCN5L2 inh	DT40 TDP1 CPT
COc1ccc(C)cc1NC(=O)CN1CCN(S(=O)(=O)c2ccc(Br)cc2)CC1	0%&3%	-4%&-1%	-10%&-11%
Cc1cc(NC(=O)c2cc(F)c(F)cc2Cl)no1	6%	1%	-2%
CC1(C)CC(=O)c2sc(NS(=O)(=O)Cc3ccccc3)nc2C1	-13%	-15%	5%
CC(=O)Oc1ccc(N(C(C)=O)S(=O)(=O)c2cc([N+](=O)[O-])ccc2C)cc1	-2%	-1%	-20%
N#Cc1c(/N=C\c2ccc(O)c([N+](=O)[O-])c2)sc2c1CCCC2	11%	-8%	-10%
NC(=O)COc1ccccc1C(=O)NC12CC3CC(CC(C3)C1)C2	-2%	2%	23%
O=C(Cn1c(=O)c(C(F)(F)F)nc2ccccc21)Nc1ccc(Br)cc1F	0%	-1%	-30%
CCOc1ccc(C(=O)NC2CCN(C(=O)NCc3ccccc3)CC2)cc1	1%	-2%	-6%
O=c1nc2n(CCO)c3ccccc3cc-2c(=O)[nH]1	-6%	x	13%
O=C1CCCN2N=C(SCC(=O)Nc3cccc(C(F)(F)F)c3)SC2=N1	1%	-7%	4.6µM*
CC(C)C(c1nnnn1Cc1ccc(F)cc1)N1CCN(C2CCCCC2)CC1 (stereo unspecified)	2%	0%	u
COc1ccccc1NC(=O)CN1CCN(c2ccc(F)cc2)CC1	9%	x	u
Cn1cc(S(=O)(=O)N2CCC3(CC2)OCCO3)c(=O)n(C)c1=O	21%	-15%	7%
CN1CCN(c2ncc3nc(-c4ccc(Cl)cc4)c(=O)n(C)c3n2)CC1	x	u	21µM*
O=S(=O)(Nc1ccc(-c2nc3cccnc3s2)cc1)c1ccc(Cl)s1	2%	-12%	u
CCOc1ccc(CSCCNC(=S)Nc2ccc(OC)cc2)cc1	-3%	-6%	u
CC(Oc1cccc(Br)c1)C(=O)NNC(=O)CCNC(=O)c1ccccc1Cl (stereo unspecified)	-9%	-15%	2%
N#Cc1cccnc1N1CCN(C(=O)c2cccc3c2C(=O)c2ccc(-c4ccc(Cl)c(C(F)(F)F)c4)cc2S3(=O)=O)CC1	-5%	0%	u
COC(c1ccccc1)c1nnc(CCC(=O)N2CCN(C3CCCC3)CC2)o1 (stereo unspecified)	1%	2%	20%
CC1CCCN(CC(=O)Nc2cc(Cl)ccc2Oc2ccccc2)C1 (stereo unspecified)	-13%	-7%	26µM*
CCOc1ccccc1NC(=O)NC(=O)N(C)S(C)(=O)=O	-1%	-9%	-10%
O=C(c1cccc(S(=O)(=O)N2CCOCC2)c1)N(CCO)Cc1ccccc1	-1%	-2%	-23%
Cc1cccc(NS(=O)(=O)c2cc(C(=O)OCC(=O)Nc3cc(C)on3)ccc2C)c1	5%	0%	-1%
O=C1Nc2cc(C(=O)N3CCc4ccccc4C3)ccc2S/C1=C\c1ccccc1	4%	-10%	8%
CC(=O)Nc1ccc(C2=CC(=O)C[C@H](c3ccc(Cl)cc3)C2)cc1	-23%	-9%	18µM*
Following part.
SMILES	FEN1 inhibitor	GCN5L2 inh	DT40 TDP1 CPT
COc1ccc2c(c1)C=C/C2=C/c1ccc(N(C)C)cc1	-4%	x	u
Cc1ccc(SC[C@H](c2ccccc2)N2CCN(CCc3ccccc3)CCC2=O)cc1	-25%	-5%	u
O=C(CC(NS(=O)(=O)c1ccc(Cl)cc1)c1ccco1)NCc1cccnc1 (stereo unspecified)	12%	-5%	-15%
Cc1cccc(Nc2nnc(SCC(=O)NC3CCCc4ccccc43)s2)c1C (stereo unspecified)	-12%	-9%	15µM*
COCCn1c(=NC(=O)/C=C/c2ccccc2)sc2cc(NC(C)=O)ccc21	1%	-1%	-3%
O=C(/C=C/c1ccccc1)CCN1CCOCC1	-1%	x	0.92µM*
C/C(=N\NC(=O)c1cccc(C)c1)c1ccc(N2CCOCC2)cc1	-11%	-1%	u
COc1ccc(-c2nc3cc(C(C)C)ccc3o2)cc1NC(=O)c1ccc(C)c(Cl)c1	8%	-4%	21µM*
Cc1ccc(S(=O)(=O)N(C)C)cc1NC(=O)CSc1nncs1	-1%	2%	-2%
COC(=O)Cc1[nH]n(-c2nc3ccccc3s2)c(=O)c1C(C)=Nc1ccc(C)cc1	-21%	0%	-28%
O=C(CCN1C(=O)c2ccccc2C1=O)Nc1ccncc1	2%	-19%	-11%
CN(Cc1ccccc1F)C(=O)CN1C(=O)NC2(CCc3ccccc32)C1=O (stereo unspecified)	0%	-3%	-10%
Cn1nc(C(F)(F)F)c(C#N)c1N1CCN(c2ccccn2)CC1	0%	0%	-23%
NC(=O)[C@H](Cc1cc2ccccc2s1)NC(=O)[C@@H]1CC2(CC(c3cccc(NC(=O)[C@@H]4CCC(=O)N4)c3)=NO2)CN1C(=O)c1ccccc1 (stereo partly specified)	8%	-8%	2%
O=C(COC(=O)Cc1ccc(S(=O)(=O)N2CCCCC2)s1)Nc1ccc2c(c1)OCO2	-9%&1%	-22%	5%&3%
COC(=O)c1ccc(N2C(=O)C3CC=CC(C)C3C2=O)cc1 (stereo unspecified)	-3%	0%	2%
O=C(NCc1ccccc1)c1nc(-c2cccs2)no1	0%	-5%	1%
CC(=O)NCCNc1nc(-c2cccc(C#N)c2)nc2ccccc12	x	-12%	u
CCn1c2ccccc2c2cc(NC(=O)c3cc(C)on3)ccc21	-7%	-9%	u
CC(=O)NC(CSC(CC(=O)c1ccco1)c1ccc(C)cc1)C(=O)O (stereo unspecified)	-8%	20%	u
CC(C)N(C(=O)Cn1cc(S(=O)(=O)CC(=O)NCc2ccc(F)cc2)c2ccccc21)C(C)C	1%	-3%	u
CCCOC(=O)C1=C(C)NC2=C(C(=O)CC(C)(C)C2)C1c1ccc(N(C)C)cc1 (stereo unspecified)	-7%	1%	-26%
Cc1ccc(S(=O)(=O)N(CC(=O)NCc2cccs2)c2ccccc2)cc1	-7%	-22%	-3%
CC(C)C[C@H](NC(=O)NCc1ccc(F)cc1)C(=O)O	-8%	-7%	-16%
c1ccc2c(c1)CC(N1CCCCC1)c1ccccc1S2 (stereo unspecified)	-12%	x	u
Further structures follow:
SMILES	FEN1 inhibitor	GCN5L2 inh	DT40 TDP1 CPT
COc1ccc(OCCCC(=O)N2CCN(S(=O)(=O)c3cccc(F)c3)CC2)cc1	-8%	-6%	u
C#Cc1ccc([C@H]2C=C(C(=O)OCC=C)O[C@@H](OCCCCO)C2)cc1	-16%	x	-30%
CS(=O)(=O)N1CCC(C(=O)Nc2cccc(Cl)c2)CC1	-3%	-1%	10%
O=C(O)c1ccccc1C(=O)NCCCCCCNC(=O)c1ccccc1C(=O)O	0%	1%	3%
Cc1ccc(C)c(N(C(=O)CS(=O)CC(=O)Nc2ccc3c(c2)OCO3)C(C)C(=O)NC2CCCC2)c1 (stereo unspecified)	2%	-7%	-14%
COc1ccc(CC(=O)OCC(=O)Nc2c(C)n(C)n(-c3ccccc3)c2=O)cc1OC	5%	-2%	-12%
COc1ccc(-c2cc(C(F)(F)F)nc(SCCC(=O)Nc3cc(C)on3)n2)cc1	0%	x	-16%
CC(C)c1nc2ccc(C(=O)NCc3ccc(F)cc3)cc2o1	-2%	-5%	-26%
CC(=O)N1CCC2(CC1)CN(c1ccccc1)C2	x	-1%	u
O=C(/C=C/c1ccccc1)OCC(=O)c1ccc[nH]1	8%	-6%	17%
O=[N+]([O-])c1cc(-c2ccc(C(=S)N3CCOCC3)o2)ccc1Cl	u	u	u
COCCN(C(=O)COC(=O)C12CC3CC(CC(Cl)(C3)C1)C2)c1c(N)n(Cc2ccccc2)c(=O)[nH]c1=O	6%	-4%	-4%
CC(=O)c1ccc(NC(=O)c2noc(C(C)C)c2[N+](=O)[O-])cc1	12%	-10%	-3%
CCOC(=O)c1cnc(-c2ccccc2)nc1Oc1cccc(Cl)c1	-5%	1%	u
CN1CCN(NC(=O)c2cc(-c3cccc(Cl)c3)nc3ccccc23)CC1	-7%	-9%	12µM*
Cc1oc(-c2ccccc2F)nc1CS(=O)CC(=O)NCc1ccc(Cl)cc1 (stereo unspecified)	-13%	-2%	-6%
CCCCCC(=O)NC(Cc1ccc(OC)c([N+](=O)[O-])c1)C(=O)O (stereo unspecified)	-10%	2%	u
CCOc1cccc(NC(=O)c2cnccc2C(F)(F)F)c1	7%	1%	3%
Cc1ccc(CNC(=O)C2c3ccccc3C(=O)N3CCc4ccccc4C23)o1 (stereo unspecified)	-6%	-6%	u
Cc1nn(C)c2c1c(C(F)(F)F)cc(=O)n2CC(=O)NCc1ccc(OC(C)C)cc1	-18%	1%	-26%
Cc1ccc(C2NC(=S)NC3=C2C(=O)CC(C)(C)C3)cc1 (stereo unspecified)	-10%	0%	1%
CSc1cccc(-c2nnc(NC(=O)c3cccc(N4C(=O)CCC4=O)c3)o2)c1	-6%	0%	0%
O=C(NCc1ccccc1)C12CN(Cc3ccccc3)CC1C(c1cccc([N+](=O)[O-])c1)=NO2 (stereo unspecified)	4%	-12%	u
Cc1cccc2c(=O)n3c(nc12)CCCCC3	3%	2%	-30%
CCC(=O)Nc1c(-c2ccc(C)cc2)c(=O)c2ccccc2n1C	-3%	-2%	-1%

An excerpt of these results, in CSV form.
Compound,FEN1 inhibitor,GCN5L2 inh,DT40 TDP1 CPT
COc1ccc(OCCCC(=O)N2CCN(S(=O)(=O)c3cccc(F)c3)CC2)cc1,-8%,-6%,u
C#Cc1ccc([C@H]2C=C(C(=O)OCC=C)O[C@@H](OCCCCO)C2)cc1,-16%,x,-30%
CS(=O)(=O)N1CCC(C(=O)Nc2cccc(Cl)c2)CC1,-3%,-1%,10%
O=C(O)c1ccccc1C(=O)NCCCCCCNC(=O)c1ccccc1C(=O)O,0%,1%,3%
Cc1ccc(C)c(N(C(=O)CS(=O)CC(=O)Nc2ccc3c(c2)OCO3)C(C)C(=O)NC2CCCC2)c1 (stereo unspecified),2%,-7%,-14%

(next part)
SMILES	FEN1 inhibitor	GCN5L2 inh	DT40 TDP1 CPT
O=C(NCc1ccco1)C(=O)NCC1OCCN1S(=O)(=O)c1ccccc1 (stereo unspecified)	-12%	0%	0%
C=CCn1c(SCC(=O)N2CCc3ccccc3C2)nc2sc(C)c(C)c2c1=O	1%	-5%	18µM*
O=C(Cc1ccccc1)NNS(=O)(=O)c1ccccc1[N+](=O)[O-]	-1%	-2%	-4%
C=CCN1c2ccccc2[C@]23C[C@@H](C(=O)OC)N(C(=O)C4CCC4)C2=NC(C(=O)OC)=C(C(=O)OC)[C@H]13	-10%	-23%	-67%
COc1ccc(NC(=S)N(CCCN2CCN(C)CC2)Cc2cccs2)cc1	4%	2%	6%
Cc1ccc(S(=O)(=O)N(C)CC(=O)N2CCOCC2)cc1	-1%	1%	1%
N#C/C(=C\c1ccc(Cl)cc1)C(=O)NC1CC1	0%	x	-28%
CCOc1ccccc1C1CC(=O)Nc2cc(OC)c(OC)c(OC)c21 (stereo unspecified)	-5%	-6%	u
CCCN(CCC)C(=O)Cn1c(=O)n(CCC(=O)NCCc2ccccc2)c(=O)c2ccccc21	-14%	-1%	1%
CCCc1cc2c(cc1N(C)S(=O)(=O)c1ccccc1)OCO2	-22%	x	3.7µM*
COc1ccc(C(CC(=O)N2CCCC2)C(C)C)cc1 (stereo unspecified)	17%	-13%	-18%
CCOc1ccccc1Nc1nnc(C)c(=O)[nH]1	0%	-2%	5%
COc1ccc(NC(=O)/C(C#N)=C\c2cc(OC)c(OCc3ccc(C(=O)O)cc3)cc2Br)cc1	-19%	-10%	0%
C=CCC1C=C(Cc2ccccc2)CC(CC=C)N1 (stereo unspecified)	-7%	1%	18µM*
Oc1ccc2ccccc2c1/C=C/c1ccc2c(Br)cc(Br)c(O)c2n1	-3%	x	3.7µM*
CCOC(=O)C1CCN(C(=O)Cn2cc(C(=O)c3ccco3)c3ccccc32)CC1	18%	x	-2%
COc1cc(CCCN2C(=O)C(=O)NC[C@@H]2c2ccccc2)cc(OC)c1OC	23%	17%	3%
COc1ccccc1NC(=O)COC(=O)Cn1cnc2c1c(=O)n(C)c(=O)n2C	1%	-5%	u
Cc1csc2nc(COc3ccccc3NC(=O)c3ccccc3Cl)cc(=O)n12	15%	2%	4.6µM*

Single values from the entries so far:
In DT40 TDP1 CPT, COc1cc(CCCN2C(=O)C(=O)NC[C@@H]2c2ccccc2)cc(OC)c1OC reads 3%
In GCN5L2 inh, COc1ccc(C(CC(=O)N2CCCC2)C(C)C)cc1 (stereo unspecified) reads -13%
In DT40 TDP1 CPT, CCCc1cc2c(cc1N(C)S(=O)(=O)c1ccccc1)OCO2 reads 3.7µM*
In DT40 TDP1 CPT, C=CCn1c(SCC(=O)N2CCc3ccccc3C2)nc2sc(C)c(C)c2c1=O reads 18µM*
In DT40 TDP1 CPT, O=C(NCc1ccco1)C(=O)NCC1OCCN1S(=O)(=O)c1ccccc1 (stereo unspecified) reads 0%
In FEN1 inhibitor, N#C/C(=C\c1ccc(Cl)cc1)C(=O)NC1CC1 reads 0%
In GCN5L2 inh, C=CCN1c2ccccc2[C@]23C[C@@H](C(=O)OC)N(C(=O)C4CCC4)C2=NC(C(=O)OC)=C(C(=O)OC)[C@H]13 reads -23%

A portion of the library, so the mix of outcomes need not match the whole.
